DAX1 inh-1 – DAX1 (NR0B1) inhibitors, primary screen, cell-based, HEK293, Gal4-DAX1, luciferase luminescence; Nuclear receptor subfamily 0 group B member 1 (Homo sapiens), P51843; HEK293 Gal4-DAX1 luciferase reporter; inhibition, % at 6.75 µM; hit rate 0.99% among 340,000; AID 504766, 2011;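 active = inhibition above the mean over all tested compounds plus 3 SD, cut at about 4.2% in these data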;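 also: 0% = DAX1-transfected cells with DMSO and 100% = empty-vector control cells with DMSO; inhibition shows as a rise in luminescence from relieved DAX1 repression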
Target sequence (P51843 207-470 limits assumed): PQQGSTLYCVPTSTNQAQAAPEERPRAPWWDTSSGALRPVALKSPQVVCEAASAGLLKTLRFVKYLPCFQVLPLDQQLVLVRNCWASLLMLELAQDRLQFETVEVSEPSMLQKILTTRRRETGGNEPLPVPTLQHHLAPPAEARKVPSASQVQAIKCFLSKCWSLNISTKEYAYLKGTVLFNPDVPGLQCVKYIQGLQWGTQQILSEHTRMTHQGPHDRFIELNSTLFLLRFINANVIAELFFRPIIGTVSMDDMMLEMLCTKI
ADAM10 inh – human ADAM10 inhibitors, primary screen, biochemical, QFRET, HTS; Disintegrin and metalloproteinase domain-containing protein 10 (Homo sapiens), O14672; recombinant ADAM10, EDANS/DABCYL FRET peptide cleavage, 3 h; inhibition, % at 7 µM; hit rate 0.62% among 370,000;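 active = inhibition above a per-campaign cutoff equal to the mean of compounds falling between control-based bounds plus 3 SD, cut at about 20% in these data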;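 also: 0% = DMSO wells while the 100% control is not disclosed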
Target sequence (O14672 214-748 limits assumed): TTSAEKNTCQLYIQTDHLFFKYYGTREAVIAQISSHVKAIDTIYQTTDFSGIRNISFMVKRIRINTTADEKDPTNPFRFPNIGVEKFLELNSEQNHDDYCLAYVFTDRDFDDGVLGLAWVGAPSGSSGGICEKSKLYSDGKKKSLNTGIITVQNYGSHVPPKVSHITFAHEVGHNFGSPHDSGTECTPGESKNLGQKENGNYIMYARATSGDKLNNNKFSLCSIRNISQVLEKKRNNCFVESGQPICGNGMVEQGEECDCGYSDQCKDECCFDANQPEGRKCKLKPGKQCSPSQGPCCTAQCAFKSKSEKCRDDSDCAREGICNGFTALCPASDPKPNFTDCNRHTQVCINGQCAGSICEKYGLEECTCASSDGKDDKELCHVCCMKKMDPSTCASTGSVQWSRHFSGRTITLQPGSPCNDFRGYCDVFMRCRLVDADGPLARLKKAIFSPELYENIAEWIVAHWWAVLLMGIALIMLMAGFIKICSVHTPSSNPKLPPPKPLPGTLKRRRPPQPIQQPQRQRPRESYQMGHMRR
SMARCA2 act – SMARCA2 (BRM) function activators, primary screen, cell-based, luminescence, high throughput | MG213 cells, MMTV-luciferase reporter, dexamethasone, overnight | AID 652017, 2013 | activation, % at 9.1 µM | hit rate 1% among 370,000; in the data active = activation above about 7.8%;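 also: 0% = vehicle wells and 100% = reference activator wells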
hcDAF-12 act – H. contortus DAF-12 nuclear receptor activators, primary screen, cell-based, luminescence, HEK293, lit1-tk-luc reporter. hit rate 1.4% among 370,000. HEK293 hcDAF-12 lit1-tk-luc reporter; 0% DMSO, 100% Δ7-dafachronic acid. AID 652067, 2013. activation, % at 6.8 µM;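 active = activation above the mean of all tested compounds plus 3 SD, cut at about 5.5% in these data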;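 also: 100% = response to 3 µM Δ7-dafachronic acid high control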
hgDAF12 agonist – H. glycines DAF-12 receptor agonists, primary screen, cell-based, luminescence, HEK293, GAL4 fusion, UAS-luciferase; Nuclear hormone receptor DAF-12 (Heterodera glycines), GAL4 fusion; HEK293 GAL4-hgDAF12 UAS-luciferase reporter, agonist luminescence; normalized to butyrate control; activation, % at 6.8 µM; hit rate 1.8% among 370,000; AID 687014, 2013;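 active = activation above a cutoff set at the mean of all screened compounds plus 3 SD, cut at about 10% in these data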;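 also: 0% = DMSO wells and 100% = sodium butyrate wells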
ssDAF-12 act – S. stercoralis DAF-12 nuclear receptor activators, primary screen, cell-based, luminescence, HEK293, GRIP1 co-expression, lit1-tk-luc; hit rate 1% among 370,000; activation, % at 6.8 µM; HEK293 ssDAF-12/GRIP1 lit1-tk-luc reporter; % of 3 µM dafachronic acid response; AID 652126, 2013; Nuclear hormone receptor DAF-12 (Strongyloides stercoralis);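 active = activation above the mean over all tested compounds plus 3 SD, cut at about 0.9% in these data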;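 also: 0% = DMSO-only wells and 100% = 3 µM delta7-dafachronic acid wells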
ADAM17 inh – ADAM17 inhibitors, primary screen, biochemical, QFRET; recombinant ADAM17, EDANS/DABCYL FRET peptide cleavage; inhibition, % at 6.95 µM; hit rate 0.83% among 370,000;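 active = inhibition above the mean of compounds lying between control limits plus 3 SD, set per campaign, cut at about 8.5% in these data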;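 also: 0% = DMSO-only wells as the low control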
GC-A act – GC-A stimulated cGMP production enhancers – HEK293 GC-A cells, cGMP TR-FRET, EC30 ANP, primary screen. Atrial natriuretic peptide receptor 1 (Homo sapiens), P16066. 0% at EC30 ANP, 100% saturating ANP. activation, % at 10 µM. hit rate 0.14% among 370,000. AID 1671463, 2021; in the data active = activation above about 40%
DAX1 inh-2 – DAX1 (NR0B1) inhibitors on StAR promoter, primary screen, cell-based, luminescence, SF-1 (NR5A1), full-length DAX-1. HEK293T StAR-luciferase reporter, SF-1/DAX-1 repression relief. inhibition, % at 6.8 µM. hit rate 1.1% among 370,000. AID 652010, 2013;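 active = inhibition above the mean over all tested compounds plus 3 SD, cut at about 3.6% in these data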;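 also: 0% = DAX-1 cells with DMSO and 100% = cells lacking DAX-1 with DMSO; higher inhibition means more luminescence from relief of DAX-1 repression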
GAA850 FXN act – FXN promoter activators, primary screen, cell-based, luciferase luminescence, HEK293 lucGAA850; HEK293 lucGAA850 FXN promoter luciferase reporter, 24 h; percent of 10 µM SAHA response; AID 540364, 2011; activation, % at 6 µM; hit rate 0.56% among 360,000;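 active = activation above the average of all compounds screened plus 3 SD, cutoff fixed separately per campaign, cut at about 7.5% in these data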;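 also: 0% = DMSO wells and 100% = 10 µM SAHA wells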
PG9 binder – binders of HIV-1 gp120 antibody PG9, primary screen, biochemical, TR-FRET; TR-FRET gp120-PG9 antibody binding; inhibition, % at 6.7 µM; hit rate 0.43% among 360,000; AID 624416, 2012; in the data active = inhibition above about 8.5%
An asterisk follows results filed as active; i = inactive; . = not tested or not shown. This is a subset. The share of hits here may be higher or lower than overall.

SMILES	DAX1 inh-1	ADAM10 inh	SMARCA2 act	hcDAF-12 act	hgDAF12 agonist	ssDAF-12 act	ADAM17 inh	GC-A act	DAX1 inh-2	GAA850 FXN act	PG9 binder
O=P1(N(CCCl)CCCl)NCCCO1 (configuration not stated)	0.3	-10	-3	-2.0	-2.9	-1.1	-5	2	0.5	0.8	-0.1
CC(C)CCn1c(=O)c(C(=O)Nc2ccccc2S(N)(=O)=O)c(O)c2ccccc21	0.8	-10	0	0.5	3.1	-1.1	-4	-5	-0.9	0.1	7.9
S=C1Nc2ccccc2Sc2ccccc21	-0.8	5	-2	-0.6	0.1	-1.5	3	4	0.3	1.4	-1.9
CCc1nc2ccccc2c(=O)n1-c1ccccc1OC	0.3	9	5	-1.4	-2.0	-1.2	-1	-4	-0.5	0.6	-2.8
Cc1ccc(C)c(C2(O)CC(C)N(C)CC2C)c1 (configuration not stated)	-0.2	-6	0	0.7	5.5	-0.7	-4	1	-0.3	0.8	-1.8
CC(C)N1CCN(Cc2c[nH]c3ccccc23)CC1CCO (configuration not stated)	0.7	-2	-2	2.1	1.9	-0.3	2	2	0.3	1.9	0.3
CC(C)Sc1nnc(OC(=O)N(C)C)n1-c1ccccc1	1.6	5	-6	-0.9	2.6	-1.8	-1	7	0.1	-0.2	-2.9
Cc1ccccc1N1CCN(Cc2ccc3c(c2)OCO3)CC1	-0.6	6	-4	-2.7	-2.2	-0.4	-3	2	0.0	0.1	0.6
COc1ccc(/C=C2\C(=O)NC(=O)N(CCC3=CCCCC3)C2=O)c(OC)c1	0.9	1	1	-0.8	-2.4	-2.2	-2	4	-0.5	0.3	-2.4
Cc1ccc(-[n+]2c(Cc3nn(-c4ccccc4)c(C)[n+]3-c3ccc(C)cc3)nn(-c3ccccc3)c2C)cc1	2.2	-6	-1	1.6	0.1	-1.4	-4	-1	-0.4	0.7	0.6
C=C(Cl)CSC(=S)N(CC)CC	0.1	-7	-1	-0.3	0.0	-1.1	-3	-1	0.3	-1.6	-0.8
COc1ccc(CCNCc2cc(OC)cc(OC)c2)cc1	2.1	0	0	-0.8	-0.3	-0.6	-2	-17	-0.8	0.1	1.3
CCC(C)NC(=O)CCC(=O)OC1O[C@H]2OC3(C)CC[C@H]4[C@H](C)CCC(C1C)C24OO3 (some centres not stated)	-3.2	-20	-5	-3.2	-10	-1.9	-5	-2	-1.5	-6.7	-0.9
COc1ccc(/C=C2\C(=O)NC(=O)N(Cc3ccccc3)C2=O)c(OC)c1OC	0.8	7	1	-0.4	-0.8	-1.1	1	6	-0.4	1.1	-2.5
CCOCCc1c(O)[nH]c(=S)[nH]c1=O	1.1	4	-6	-1.4	-1.0	-0.2	0	1	0.1	-2.1	1.3
CCOCCN1CCC(OC(C)=O)C(C)C1 (configuration not stated)	-0.1	-3	-3	-1.2	1.2	-0.1	-4	2	-0.1	0.2	2.0
CSCCC(N=Cc1c(O)n(-c2ccc(Cl)cc2)c(=O)[nH]c1=O)C(=O)OC(C)(C)C (configuration not stated)	-0.4	-1	-4	-0.5	-0.4	-1.8	-7	2	0.2	-0.2	1.2
Cc1ccc(/C=C2\C(=O)NC(=S)N(c3ccccc3F)C2=O)s1	1.2	-2	2	0.8	-0.7	-1.9	-1	9	0.0	1.3	-1.3
COc1ccc2c(c1)NP(=S)(Oc1ccccc1)N2 (configuration not stated)	4.1	-65	7	4.9	13*	-0.1	-27	-3	0.9	6.9	-1.4
Clc1cccc(CNCCc2ccc3c(c2)OCO3)c1	0.7	-1	-1	-2.8	3.2	-1.0	-3	-15	-0.7	0.0	-0.9
CC1(C)CC2(CCO1)NCCN1C(=O)CSC12 (configuration not stated)	-0.3	-3	-1	-1.8	2.7	-1.3	0	2	0.8	0.9	-2.0
O=C(O)CC1OCC=C2CN3CCC45c6ccccc6NC4C1C2CC35 (configuration not stated)	0.8	3	0	0.3	3.0	-1.3	-3	3	-0.5	-0.8	0.1
COc1ccccc1CN1CCCCC1c1cccnc1 (configuration not stated)	0.7	-7	-1	-1.1	-2.9	-1.2	-4	-2	0.3	1.6	1.6
CN1C[C@@H]2C[C@@H](c3cccn3-c3ccccn3)N3CCC[C@@]23C1=O	0.1	-11	-3	-0.6	-0.8	-1.5	1	-2	1.6	-0.6	0.9
CCCCn1c(O)c(/C(C)=N/NC(=O)Nc2ccccc2)c(=O)[nH]c1=O	2.3	-11	3	-0.6	3.8	-0.9	-6	-7	0.3	3.6	2.1
SMILES	DAX1 inh-1	ADAM10 inh	SMARCA2 act	hcDAF-12 act	hgDAF12 agonist	ssDAF-12 act	ADAM17 inh	GC-A act	DAX1 inh-2	GAA850 FXN act	PG9 binder
CC(=O)OC1N=C(c2ccccc2Cl)c2cc(Br)ccc2NC1=O (configuration not stated)	0.0	-2	-1	-1.3	-0.9	-1.5	0	-20	0.4	0.2	-0.5
CCOc1cccc(C2NCc3ccccc3-n3cccc32)c1O (configuration not stated)	0.3	3	-2	-0.8	-2.1	-0.8	1	-29	0.3	0.8	2.4
CC(C)C[C@H](NP(=O)(O)O[C@@H]1O[C@@H](C)[C@H](O)[C@@H](O)[C@H]1O)C(=O)N[C@@H](Cc1c[nH]c2ccccc12)C(=O)O	-0.3	-2	1	-1.0	-0.2	-1.3	-2	0	-0.9	-0.8	-3.5
CCc1ccc(OCCCN=C(C)c2c(O)n(C)c(=O)n(C)c2=O)cc1	-1.1	10	-4	-2.3	-3.0	-1.9	-1	0	-1.3	1.3	-0.9
Cc1cc(OCC(=O)NCc2ccc(S(N)(=O)=O)cc2)c2c3c(c(=O)oc2c1)CCC3	-0.4	-120	-3	0.3	-1.3	-1.5	-38	-2	-2.1	1.0	-7.6
COc1ccc(CN2Cc3cnnn3-c3ccccc3C2c2ccccc2)cc1 (configuration not stated)	2.0	5	-3	-2.3	-1.1	-1.4	6	-1	-2.0	-2.5	1.1
Cc1nc2cc(C(F)(F)F)ccc2n1C1CCN(Cc2nnnn2Cc2cccs2)CC1	-0.3	11	-1	-2.2	-0.9	-1.9	1	-16	-0.5	1.7	-0.3
CN1CCN(CC(=O)Nc2ccc(Cl)cc2C(=O)c2ccccc2)CC1	0.1	-5	1	-1.1	-2.2	-1.1	-4	-9	-0.2	0.1	0.2
C[C@]12CCC3[C@@H](CCC4=CC(=O)CC[C@@]43CO)C1CCC2=O (some centres not stated)	-0.5	-2	0	-0.5	0.6	-0.6	-5	1	-0.8	0.5	0.7
CN1CCC(O)(c2cccs2)C(C(=O)c2cccs2)C1 (configuration not stated)	1.9	15	-2	-1.0	2.0	-1.6	-3	26	0.1	1.3	-2.5
C[C@]12CCC(=O)C[C@H]1CC[C@@H]1[C@@H]2CC[C@]2(C)C(=O)CC[C@@H]12	3.0	-18	-1	-4.3	-5.5	-2.1	-3	-1	0.5	1.8	-0.5
COC(=O)C1=C(c2ccccc2OCc2ccccc2)C[C@@H]2CC[C@H]1N2C(=O)NCc1ccc(F)cc1	0.1	12	0	-1.3	-0.8	-1.4	-1	-8	-0.2	-3.0	0.8
CN1Cc2ccccc2-n2nncc2C1	0.3	-10	-1	1.6	-0.4	-0.5	-3	4	2.0	-0.7	1.5
O=c1[nH]c(=O)n(Cc2ccccc2)c(O)c1C=NCCCO	0.0	1	5	-1.8	1.5	-1.4	1	-1	0.6	-0.9	-1.2
CC(C)CCNC(=O)c1c(N)n(CC2CCCO2)c2nc3ccccc3nc12 (configuration not stated)	0.0	-369	-3	-1.3	-1.9	-1.5	-91	7	-0.5	1.1	1.3
O=C(c1ccco1)c1cn(Cc2ccccc2)c2ccccc12	0.6	1	-1	-1.4	-1.1	-1.1	-2	17	-0.4	4.9	0.3
CCCCn1c(N)c(N(CCOC)C(=O)CN2CC=C(c3ccccc3)CC2)c(=O)[nH]c1=O	-0.5	-10	3	0.0	2.4	-1.5	-3	5	-0.6	1.9	0.3
CCN(CC)C(=O)c1ccc2c(c1)C1C=CCC1C(C(=O)O)N2 (configuration not stated)	-0.4	-12	-4	-0.8	-1.1	-1.3	-8	-3	-0.2	0.4	-1.6
Cc1nn(Cc2ccc(Cl)cc2Cl)c(Cl)c1C(=O)O	-1.2	0	-2	0.5	-0.5	-0.9	1	4	0.3	1.2	1.4
CCCCS(=O)(=O)N1CCN(C(=N)N[N+](=O)[O-])CC1	.	1	0	-0.5	-0.7	-1.2	0	-2	0.0	3.6	-0.1
Cc1cccc(CSc2nc3c(cc2C#N)CN(C)CC3)c1	-0.7	-6	-1	-2.2	-2.0	-2.1	-5	5	0.6	1.5	-0.6
COc1ccc(-n2c(=O)[nH]c3ccccc3c2=O)cc1	-1.1	-6	0	0.2	0.7	-1.0	-3	4	0.1	-0.6	0.9
Cn1cc(/C=C2\C(=O)NC(=O)N(c3ccccc3)C2=O)c2ccccc21	2.7	3	-3	3.1	-0.9	-0.6	-5	6	0.1	2.3	11*
CCOC(=O)CNC(=O)N1Cc2cc(-c3cccc(F)c3)ccc2-n2nncc2C1	.	-1	1	-0.5	0.3	-0.7	-2	3	-0.5	.	1.0
Cc1ccc(-n2c(O)c(C=Nc3ccccc3N)c(=O)[nH]c2=O)cc1C	0.7	-11	4	7.8*	9.8	0.7	-2	1	4.4*	2.4	-3.0
CC(Cc1ccccc1)/[N+]([O-])=C\c1ccc(C(F)(F)F)cc1 (configuration not stated)	1.6	-2	9.2*	1.4	5.1	-1.4	0	-4	1.0	3.1	-1.1
O=C(COc1ccccc1)N1CCN(C2CC3CCC2C3)CC1 (configuration not stated)	0.2	0	-3	-2.4	0.2	-1.3	4	2	0.3	2.8	-1.1
O=c1[nH]cnc2nc(-c3ccc(N(CCCl)CCCl)cc3)[nH]c12	0.7	i	6	2.2	7.7	-0.7	i	-23	5.5*	9.0*	1.9
COc1c(O)ccc2c1-c1c3c(cc4c1C(C2)N(C)CC4)OCO3 (configuration not stated)	1.0	-5	2	-0.8	1.2	-0.8	0	0	0.2	0.2	1.6
CC(=O)c1c(C)n(Cc2ccccc2Cl)c2ccc(O)cc12	-1.1	-4	-3	-2.9	-6.8	-2.0	0	83*	-0.9	-0.8	-1.3

Just PG9 binder and ssDAF-12 act (2 entries from above):
smiles | PG9 binder | ssDAF-12 act
CC(C)CCNC(=O)c1c(N)n(CC2CCCO2)c2nc3ccccc3nc12 (configuration not stated) | 1.3 | -1.5
O=C(c1ccco1)c1cn(Cc2ccccc2)c2ccccc12 | 0.3 | -1.1
